Redox H2O2 prof: compounds producing H2O2 with reducing agent – biochemical, NIH compound library profiling, artefact control for MLSCN library redox annotation, primary screen. DTT-dependent redox cycling H2O2, phenol red/HRP absorbance; 100% = 100 µM peroxide control, 0% = buffer. activation, % at 10 µM. hit rate 0.03% among 200,000. AID 878;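 active = activation of at least 50% relative to the plate's high and low controls in the primary single-dose screen; inactive = activation below 50%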;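 note: compound incubated with DTT at 0.8 mM final as the reducing agent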
STAT3 blocker: inhibitors of IL-6 induced STAT3 signaling | U3A cells, IL-6 STAT3-luciferase reporter, luminescence; host cell line lacks STAT1 | inhibition, % at 5.5 µM | hit rate 0.89% among 190,000 | AID 862;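 active = inhibition above the mean inhibition across all screened compounds plus 3 SD, cut at about 44% in these data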;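 note: 0% = DMSO only wells and 100% = 100 µM nifuroxazide control wells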
TLR4-MyD88 BLA: inhibitors of human TLR4-MyD88 binding; inhibition, % at 8.4 µM; AID 861; HeLa CL3-4 TLR4/MyD88 BLA complementation, FRET ratio; hit rate 0.18% among 200,000; in the data active = inhibition above about 25%;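 note: 0% = vehicle and 100% = reference inhibitor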
Target sequence (O00206 whole entry, looked up): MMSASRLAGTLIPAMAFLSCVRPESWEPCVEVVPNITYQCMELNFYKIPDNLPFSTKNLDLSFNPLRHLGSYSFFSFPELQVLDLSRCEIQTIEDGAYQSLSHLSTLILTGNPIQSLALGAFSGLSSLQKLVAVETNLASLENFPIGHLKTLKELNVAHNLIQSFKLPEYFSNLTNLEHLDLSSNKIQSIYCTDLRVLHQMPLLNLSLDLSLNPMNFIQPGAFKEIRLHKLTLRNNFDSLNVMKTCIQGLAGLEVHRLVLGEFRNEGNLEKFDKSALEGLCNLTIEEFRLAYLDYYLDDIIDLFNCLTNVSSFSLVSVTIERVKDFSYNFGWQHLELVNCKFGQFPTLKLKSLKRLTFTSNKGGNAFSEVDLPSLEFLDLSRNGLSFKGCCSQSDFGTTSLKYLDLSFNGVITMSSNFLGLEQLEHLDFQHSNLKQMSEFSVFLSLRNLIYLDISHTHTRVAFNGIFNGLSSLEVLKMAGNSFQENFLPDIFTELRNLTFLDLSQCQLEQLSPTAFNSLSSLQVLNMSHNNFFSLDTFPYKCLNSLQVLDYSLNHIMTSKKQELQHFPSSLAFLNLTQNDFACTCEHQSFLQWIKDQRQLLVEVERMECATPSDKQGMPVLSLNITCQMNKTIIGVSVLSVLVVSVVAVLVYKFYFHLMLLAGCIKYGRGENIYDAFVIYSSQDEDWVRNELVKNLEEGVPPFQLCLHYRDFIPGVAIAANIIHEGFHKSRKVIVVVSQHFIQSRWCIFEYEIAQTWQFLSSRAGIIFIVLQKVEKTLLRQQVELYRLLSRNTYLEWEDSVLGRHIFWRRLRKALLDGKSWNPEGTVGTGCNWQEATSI
Target sequence (Q99836 whole entry, looked up): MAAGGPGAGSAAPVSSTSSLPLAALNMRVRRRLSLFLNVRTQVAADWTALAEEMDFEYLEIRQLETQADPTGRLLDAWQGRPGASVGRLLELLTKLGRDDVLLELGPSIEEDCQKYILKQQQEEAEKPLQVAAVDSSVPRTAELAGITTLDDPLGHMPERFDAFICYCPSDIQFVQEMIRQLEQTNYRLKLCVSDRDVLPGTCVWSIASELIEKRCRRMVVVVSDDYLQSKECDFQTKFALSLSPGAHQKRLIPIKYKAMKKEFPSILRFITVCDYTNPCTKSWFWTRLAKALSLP
Hsp70 activator: switches on Hsp70 transcription; AID 1203; hit rate 0.04% among 200,000; HeLa Hsp70 promoter luciferase reporter, luminescence; scaled: vehicle 0, proteasome-inhibitor control 100%; activation, % at 10 µM;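 active = activation above the mean across all tested compounds plus 3 SD, cutoff set per campaign, cut at about 5.5% in these data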;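 note: 100% = MG132 at 30 µM as the positive control and 0% = DMSO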
APP 5'UTR act: APP 5'UTR luciferase reporter activation; SH-SY5Y APP 5'UTR luciferase reporter, luminescence; zero percent = DMSO vehicle wells; activation, % at 2 µM; hit rate 1% among 190,000; AID 1276;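 active = activation above a set limit, based on mean plus 3 SD of controls, cut at about 140% in these data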; note: values of inactives mirror those of a sister screen read the other way
STAT3 activator: activators of IL-6 induced STAT3 signaling. U3A cells, IL-6 STAT3-luciferase reporter, luminescence; 100% = signal with IL-6 EC80 alone. AID 871. activation (% of control), % at 5.6 µM. hit rate 0.91% among 190,000;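 active = activation above the screen-wide mean of compound activation plus 3 SD, cut at about 130% in these data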;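 note: 0% = background luminescence of wells with medium and substrate only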
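Test system: STAT3-luciferase reporter U3A cells; Detection: reporter luminescence signal; Times: 1 h compound pre-exposure, 6 h IL-6 stimulation, 37 °C; Benchmarks: IL-6-only high control; Also added: IL-6 stimulus at 33 ng/mL final.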
Efa HMGR inh: E. faecalis class II HMG-CoA reductase inhibition. purified E. faecalis HMGR, NADPH absorbance 340 nm kinetic. inhibition, % at 10 µM. AID 1066. hit rate 0.41% among 190,000;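 active = inhibition above a set limit, the median over all tested compounds plus 3 SD, cut at about 9.5% in these data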;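 note: enzyme runs in reverse so mevalonate oxidation gives rising NADPH absorbance; 0% = complete reaction with DMSO and 100% = background rate lacking mevalonate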
STAT1 act: activators of IFN-gamma induced STAT1 signaling | AID 932 | NIH 3T3 STAT1-luciferase reporter, luminescence; 100% = IFN-gamma alone, no compound | activation (% of control), % at 5.5 µM | hit rate 2.6% among 200,000;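 active = activation above the screen-wide mean activation plus 3 SD, cut at about 130% in these data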;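 note: raw ratio to IFN-gamma control signal so 100% means no change and 0% no light; values of inactives mirror those of a sister screen read the other way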
NF-kB expr up: NF-kB expression increase, human neuronal cells; NF-kB reporter expression; active compounds read high; fold change at 12.5 µM; hit rate 1.6% among 190,000; in the data active = fold change above about 3.3
STAT1 blocker: STAT1 signaling inhibition; NIH 3T3 STAT1-luciferase reporter, IFN-gamma, luminescence; inhibition, % at 5.5 µM; hit rate 0.35% among 200,000; AID 920;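 active = inhibition above a set limit, the mean inhibition across all tested compounds plus 3 SD, cut at about 34% in these data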;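 note: 0% = IFN-gamma with DMSO and 100% = IFN-gamma with 300 µM nifuroxazide; values of inactives mirror those of a sister screen read the other way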
Numbers without * were called inactive; . = no result given.

SMILES | Redox H2O2 prof | STAT3 blocker | TLR4-MyD88 BLA | Hsp70 activator | APP 5'UTR act | STAT3 activator | Efa HMGR inh | STAT1 act | NF-kB expr up | STAT1 blocker
CC1(C)CC(=O)C(C(C2=C(O)CC(C)(C)CC2=O)c2cccs2)C(=O)C1 (stereo not drawn) | 0.3 | 14 | 25* | -0.1 | -12 | 98 | -1 | 94 | 0.97 | 6
COc1cc(NC(=S)NC2CC(C)(C)NC(C)(C)C2)c(OC)cc1Cl | -0.8 | 12 | 0 | 0.2 | -3 | 95 | 4 | 97 | 2.5 | 2
COC(=O)CC(c1ccc(C#N)cc1)n1c(C)ccc1C (stereo not drawn) | 0.4 | 2 | 0 | -0.1 | 14 | 102 | -6 | 100 | 1.1 | -1
CC(C)CCNC(=O)CN(CC1CCCO1)C(=O)CCC(=O)Nc1nccs1 (stereo not drawn) | 1.9 | -2 | -10 | 0.5 | 1 | 104 | -3 | 106 | 1.1 | -7
Cc1c(NC(=O)C(Sc2ccccc2)c2ccccc2)cccc1[N+](=O)[O-] (stereo not drawn) | -5.2 | 1 | -5 | -0.3 | 11 | 103 | -4 | 99 | 0.77 | 1
Cn1nc(C(=O)NC2CCCCC2)c2ccccc2c1=O | 0.3 | 6 | -10 | -0.1 | -13 | 99 | 1 | 104 | 1.1 | -4
COc1ccc(-c2nnn(CC(=O)N(CC(=O)NCCC(C)C)Cc3cccs3)n2)cc1OC | -1.2 | -7 | 0 | -0.3 | 12 | 108 | 1 | 105 | 0.79 | -6
CN(CC(=O)N1CCc2[nH]c3ccc(F)cc3c2C1)CC1OCCO1 | 2.8 | 7 | -1 | -0.2 | -7 | 97 | 0 | 104 | 0.99 | -4
CCOC(=O)c1ccc(N2CC(O)=C(c3nc4ccccc4c(=O)[nH]3)C2=N)cc1 | 0.5 | 8 | -8 | -0.6 | 10 | 95 | 0 | 102 | 0.95 | -2
C=CCOc1ccc(/C=N/n2cncn2)cc1OC | 0.8 | -3 | 3 | 0.0 | 9 | 104 | -3 | 95 | 1.2 | 6
CCC(=O)Nc1ccc(-c2nnc(-c3ccccc3)o2)cc1 | 2.5 | 40 | 10 | 0.1 | 210* | 68 | 0 | 163* | 1 | -69
COc1cc(-c2ccccc2)nc2ccccc12 | -2.3 | 21 | 3 | -0.4 | -13 | 85 | 7 | 98 | 1.2 | 3
COc1ccc(C(=O)N(c2ccc(OC)cc2)S(=O)(=O)c2cccs2)cc1 | 0.0 | -4 | -13 | -0.2 | 11 | 101 | -1 | 94 | 0.85 | 7
Cc1ccc(S(=O)(=O)N2CCN(C3CCN(Cc4ccccc4)CC3)CC2)cc1 | 0.1 | -12 | 2 | -0.3 | -9 | 114 | -7 | 94 | 0.93 | 5
COc1ccc2nc(SCC(C)=O)c(C#N)cc2c1 | 0.3 | 1 | 2 | 0.0 | 138* | 102 | -6 | 190* | 5.8* | -101
COc1ccc(OC)c2c(C)cc(C)nc12 | -0.3 | 8 | 5 | -0.4 | 13 | 96 | -1 | 100 | 1.4 | -1
COc1cc(NC(=S)NCCc2ccccc2)c(OC)cc1NC(=O)CC(C)C | -0.7 | 19 | -2 | 0.1 | 1 | 90 | 4 | 86 | 1.5 | 14
C#Cc1ccc(C(=O)Nc2cc(C(N)=O)ccc2N2CCOCC2)cc1 | -1.2 | -2 | 8 | -0.2 | -14 | 104 | . | 97 | 0.9 | 3
CN(C)/C=C/C(=O)c1ccc(Cl)s1 | -0.4 | 6 | 0 | 0.0 | 6 | 99 | -5 | 104 | 1.4 | -6
CC(=O)Nc1ccc(NC(=O)C/C(C)=N/NC(=O)C(=O)N2CCCC2)cc1 | -5.1 | 2 | -9 | -0.2 | 9 | 105 | -5 | 98 | 1.3 | 2
O=C(NCCCN1CCCC1)c1cc(Sc2ccc(F)cc2)nc2ccccc12 | -0.1 | 6 | 3 | 0.0 | -17 | 102 | 9 | 96 | 0.85 | 4
C/C(CC(=O)Nc1cccc(Cl)c1Cl)=N\NC(=O)c1ccccc1Br | -1.1 | 0 | -2 | -0.3 | -13 | 102 | -12 | 100 | 1.1 | -1
O=[N+]([O-])c1c(NCCCO)cc(N2CCN(Cc3ccc4c(c3)OCO4)CC2)c2nonc12 | -0.2 | -3 | 4 | -0.5 | -15 | 102 | -2 | 97 | 0.53 | 4
N#Cc1c(NC(=O)C2CC(Cl)=CCC2C(=O)O)sc2c1CCCC2 (stereo not drawn) | -0.2 | 5 | 0 | 0.0 | 11 | 101 | -4 | 102 | 1.4 | -3

TLR4-MyD88 BLA, entries above that show a hit
| smiles | Redox H2O2 prof | TLR4-MyD88 BLA | Hsp70 activator | APP 5'UTR act | STAT3 activator | Efa HMGR inh | STAT1 act | NF-kB expr up | STAT1 blocker |
| --- | --- | --- | --- | --- | --- | --- | --- | --- | --- |
| CC1(C)CC(=O)C(C(C2=C(O)CC(C)(C)CC2=O)c2cccs2)C(=O)C1 (stereo not drawn) | 0.3 | 25* | -0.1 | -12 | 98 | -1 | 94 | 0.97 | 6 |

Going on with the list:
SMILES | Redox H2O2 prof | STAT3 blocker | TLR4-MyD88 BLA | Hsp70 activator | APP 5'UTR act | STAT3 activator | Efa HMGR inh | STAT1 act | NF-kB expr up | STAT1 blocker
CC(=O)NC(=O)c1ccc(-c2ccc(Cl)cc2)o1 | 0.0 | 22 | -5 | 0.0 | 7 | 84 | -2 | 110 | 1.4 | -11
C/C(=N\Nc1nc(C(=O)O)cs1)c1ccccc1 | 0.5 | -7 | 1 | 0.6 | 19 | 106 | 1 | 100 | 1.3 | 0
Cc1ccc(-n2nc3cc(Cl)c(NC(=O)c4ccco4)cc3n2)cc1 | 0.3 | -17 | -2 | -0.1 | 54 | 114 | -2 | 128 | 2 | -35
Cc1nc2ncnn2c(C)c1C/C=C/c1ccccc1 | -1.7 | 5 | 16 | -0.2 | 18 | 101 | 0 | 97 | 1.1 | 1
NC(=O)CSc1nnc(CNc2ccc(F)cc2)n1CC1CCCO1 (stereo not drawn) | 2.5 | 1 | -3 | 0.1 | 8 | 103 | 0 | 94 | 1 | 7
CCOC(=O)C1(Cc2ccc(OC)cc2)CCN(C(=O)CC2CCC(=O)N2)CC1 (stereo not drawn) | -0.8 | -4 | -10 | -0.1 | 9 | 108 | 3 | 112 | 1.2 | -16
Cc1ccc(-c2csc3ncnc(-n4nnc5ccccc54)c23)cc1 | 0.1 | 19 | 19 | -0.3 | 13 | 83 | -9 | 113 | 1.1 | -14
Cc1ccc(S(=O)(=O)NCc2ccc(C(=O)NCCN(Cc3ccccc3)C(C)C)cc2)cc1 | 0.0 | -3 | -1 | -0.3 | -11 | 104 | -7 | 81 | 0.78 | 19
COc1ccc(C(=O)/C=C2\Sc3ccccc3N2C)cc1 | 0.7 | -15 | -16 | -0.1 | 195* | 115 | -1 | 132* | 7.3* | -33
CCOC(=O)c1nnn(-c2nonc2N)c1-c1ccc(F)cc1 | -0.2 | -3 | -7 | -0.3 | -44 | 110 | -2 | 96 | 1.2 | 4
CCOc1ccc(NC(=O)CN(C)CC(=O)NC(C)c2ccccc2)cc1OCC (stereo not drawn) | -0.1 | -2 | -4 | -0.2 | 2 | 107 | -2 | 99 | 1 | 0
Cc1ccccc1NC(=O)CCC(=O)OCCCC(F)(F)C(F)(F)F | 0.4 | 8 | -8 | -0.3 | 4 | 102 | 0 | 96 | 1.2 | 5
COc1cc(/C=C/C(=O)OCC(=O)N2CCc3ccccc3C2)ccc1O | 0.3 | 13 | 11 | -0.1 | 1 | 89 | -5 | 95 | 0.55 | 6
O=C(CSc1ncnc2c1oc1ccccc12)Nc1ccc2c(c1)OCCO2 | 0.7 | -2 | -2 | -0.3 | -34 | 105 | -2 | 104 | 1.3 | 0
Cc1cc(C)n2nc(C(=O)N/N=C/c3c4ccccc4cc4ccccc34)nc2n1 | 0.3 | -2 | -9 | -0.3 | 10 | 101 | 0 | 97 | 0.76 | 4
O=[N+]([O-])c1ccc(N/N=C2/CCCCC2c2ccccn2)cc1 (stereo not drawn) | -0.1 | -1 | 14 | -0.2 | 15 | 100 | -2 | 96 | 0.92 | 4
O=C(O)CSc1nnc(Cn2c(=O)sc3ccccc32)n1-c1cccc(Cl)c1 | 0.0 | 7 | 5 | -0.2 | -5 | 99 | 6 | 91 | 1.2 | 10
CCCCN(C(=O)NC(=O)Nc1ccc(C)cn1)S(C)(=O)=O | 14 | 4 | -9 | -0.2 | 5 | 93 | -6 | 101 | 1.3 | -2
CC1(C)CC(=O)C=C(NCCN2CCNCC2)C1 | 0.1 | 8 | 6 | 0.0 | 0 | 97 | -2 | 105 | 1.4 | -6
COc1ccc2c(C)cc(N3CCOCC3)nc2c1 | 1.9 | 13 | -1 | -0.3 | 18 | 92 | 2 | 115 | 1.7 | -16
COc1ccc(/C=C/C(=O)c2ccccc2)cc1COc1ccc(F)cc1 | -4.2 | 3 | 7 | 0.2 | 2 | 104 | 4 | 97 | 1.2 | 3
CC(C)C(C(=O)Nc1nccs1)N1C(=O)c2ccccc2C1=O (stereo not drawn) | -0.3 | 3 | -10 | -0.2 | 10 | 101 | 8 | 99 | 0.91 | -1
CCn1ncc(Br)c1C(=O)Nc1ccc(F)cc1F | 2.2 | 11 | -6 | -0.4 | -5 | 94 | -8 | 101 | 0.98 | -1
O=C(NCc1ccc2c(c1)OCO2)C12CN(Cc3ccccc3)CC1C(c1cccc([N+](=O)[O-])c1)=NO2 (stereo not drawn) | -3.5 | -11 | 7 | -0.2 | 1 | 114 | -3 | 99 | 0.89 | 1
Brc1ccc(Nc2nc3ccccc3n3nnnc23)cc1 | -0.1 | -17 | -2 | -0.3 | 12 | 120 | -5 | 101 | 0.86 | -1
O=C1CN(C(=O)CN2CCCC2)C(c2ccccc2)c2cc(Br)ccc2N1 (stereo not drawn) | -1.0 | -16 | 6 | 0.1 | 8 | 117 | -3 | 95 | 1 | 5
O=C(Nc1ccc2c(c1)OCO2)c1cccc(Cl)c1 | 8.2 | 6 | 2 | 0.2 | 59 | 98 | 1 | 129* | 2.9 | -31
CC(=O)Nc1ccc(Nc2ncnc3c2cnn3-c2cccc(C)c2)cc1 | 2.0 | 6 | 8 | 0.1 | 32 | 97 | -6 | 144* | 1.3 | -48
CC(C)OCCCNC(=O)c1ccc(NS(C)(=O)=O)cc1 | 15 | 2 | 3 | 0.5 | 3 | 102 | -6 | 103 | 1.3 | -3
N#Cc1c(NC(=O)c2cnccn2)sc2c1CCCC2 | -0.2 | -4 | 2 | 0.2 | 51 | 103 | -2 | 140* | 0.93 | -45

Results in NF-kB expr up, for some of the entries so far:
mol | NF-kB expr up
CC(C)OCCCNC(=O)c1ccc(NS(C)(=O)=O)cc1 | 1.3
N#Cc1c(NC(=O)c2cnccn2)sc2c1CCCC2 | 0.93
O=C1CN(C(=O)CN2CCCC2)C(c2ccccc2)c2cc(Br)ccc2N1 (stereo not drawn) | 1
O=C(Nc1ccc2c(c1)OCO2)c1cccc(Cl)c1 | 2.9
CC(=O)Nc1ccc(Nc2ncnc3c2cnn3-c2cccc(C)c2)cc1 | 1.3

High-throughput results deposited in PubChem by several laboratories.
